Source: PubChem (several laboratories)
DSG3 Ab inh – inhibitors of pemphigus antibody binding to DSG3, primary screen, biochemical, bead-based, flow cytometry, scFv-GFP; Desmoglein-3 (Homo sapiens), P32926; DSG3-coupled beads, scFv-anti-DSG3-GFP binding; hits give low values; binding (percent of control), % at 10 µM; 0.48% of 310,000 active; AID 588358, 2011;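 active means binding more than 3 SD below its plate's average and above zero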;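 further: hits lower antibody fragment binding to DSG3; some compounds called inactive have numbers as strong as hits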
OPRM1-OPRD1 inv – inverse agonists of MOR-DOR heterodimerization, primary screen, cell-based, luminescence; Mu-type opioid receptor (Homo sapiens) + Delta-type opioid receptor (Homo sapiens), …; cell-based MOR-DOR heterodimer luminescence, inverse agonism; inhibition, % at 9.3 µM; 0.21% of 340,000 active; AID 504357, 2011; in the data active means inhibition above about 22%, passing the limit was not always enough;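 further: 0% = cells with DMSO and 100% = wells without cells with DMSO; values of inactives mirror those of a sister screen read the other way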
DAGLB inh – DAGLB lipase inhibitors, primary screen, biochemical, fluorescence, HTS | AID 504411, 2011 | Diacylglycerol lipase-beta (Homo sapiens), Q8NCG7 | 0.059% of 340,000 active | HEK293T DAGLB membrane lysate, EnzChek fluorogenic substrate | inhibition, % at 5.17 µM; in the data active means inhibition above about 34%;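 further: 0% = enzyme with vehicle and 100% = wells lacking enzyme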
V-ATPase pHluor – regulators of yeast V-ATPase proton pumping, primary screen, pHLuorin cytosolic pH fluorescence | S. cerevisiae | response, % at 10 µM | 0.37% of 350,000 active | AID 504577, 2011; in the data active means response mostly above about 7.3%, no sharp cut-off; inactive means mostly below about 5.4%; further: actives read high; inactives centre near 0; some compounds called inactive have numbers as strong as hits; reference of the scale not given here
HTR5A ag – HTR5A agonists in luminescence cell assay, primary screen, counter-screen for OPRM1-OPRD1 heterodimer agonist project, full-deck HTS; 5-hydroxytryptamine receptor 5A (Homo sapiens), P47898; cell-based; activation, % at 9.3 µM; 0.61% of 340,000 active; in the data active means activation mostly above about 9.5%, no sharp cut-off; inactive means mostly below about 7.6%;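 further: 0% = cells with vehicle only and 100% = reference agonist; strong numbers were not always called active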
Target sequence (P47898 whole entry, looked up): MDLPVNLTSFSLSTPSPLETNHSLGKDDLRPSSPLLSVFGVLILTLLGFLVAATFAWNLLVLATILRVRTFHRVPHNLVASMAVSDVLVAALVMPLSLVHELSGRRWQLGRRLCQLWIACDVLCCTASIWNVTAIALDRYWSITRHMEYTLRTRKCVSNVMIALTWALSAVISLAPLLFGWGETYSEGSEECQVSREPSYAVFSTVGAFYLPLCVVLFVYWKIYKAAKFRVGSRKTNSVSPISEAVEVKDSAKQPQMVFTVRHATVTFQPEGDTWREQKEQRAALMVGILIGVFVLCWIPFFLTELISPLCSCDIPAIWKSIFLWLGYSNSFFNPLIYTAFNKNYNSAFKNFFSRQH
HTR5A inv ctr – HTR5A inverse agonists in luminescence cell assay, primary screen, counter-screen for OPRM1-OPRD1 heterodimer inverse agonist project, full-deck HTS; inhibition, % at 9.3 µM; 5-hydroxytryptamine receptor 5A (Homo sapiens), P47898; 0.083% of 340,000 active; HTR5A cell line, inverse agonism; in the data active means inhibition mostly above about 23%, no sharp cut-off; inactive means mostly below about 18%;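 further: 0% = cells with DMSO and 100% = no-cell wells with DMSO; some compounds called inactive have numbers as strong as hits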
PKA-R1A activ – activators of PKA-R1A holoenzyme, primary screen, biochemical, fluorescence polarization, Cy5-IP20, bovine R1A, mouse PKAc. 0.083% of 340,000 active. AID 504707, 2011. activation, % at 11.4 µM. PKA-R1A dissociation; scaled: DMSO 0%, 113 µM cGMP 100%;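 active means percent activation above the mean of all tested compounds plus 3 SD, cut at about 19% in these data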;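 further: higher means more PKAc released from R1A so a rise in polarization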
PKA-R2B act – activators of PKA-R2B holoenzyme, primary screen, biochemical, fluorescence polarization, Cy5-IP20, human; cAMP-dependent protein kinase catalytic subunit beta (Homo sapiens) + cAMP-dependent …; PKA-R2B holoenzyme dissociation; R2B truncated from residue 108, S112A mutant; 0% DMSO only, 100% 113 µM cGMP; activation, % at 11.4 µM; 0.079% of 340,000 active; AID 504700, 2011;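 active means activation above a cutoff set at the mean over all compounds plus 3 SD, cut at about 18% in these data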;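 further: higher means more holoenzyme dissociation and a rise in polarization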
Target sequence (P31323 whole entry, looked up, other chains not shown, the tested form may be a part): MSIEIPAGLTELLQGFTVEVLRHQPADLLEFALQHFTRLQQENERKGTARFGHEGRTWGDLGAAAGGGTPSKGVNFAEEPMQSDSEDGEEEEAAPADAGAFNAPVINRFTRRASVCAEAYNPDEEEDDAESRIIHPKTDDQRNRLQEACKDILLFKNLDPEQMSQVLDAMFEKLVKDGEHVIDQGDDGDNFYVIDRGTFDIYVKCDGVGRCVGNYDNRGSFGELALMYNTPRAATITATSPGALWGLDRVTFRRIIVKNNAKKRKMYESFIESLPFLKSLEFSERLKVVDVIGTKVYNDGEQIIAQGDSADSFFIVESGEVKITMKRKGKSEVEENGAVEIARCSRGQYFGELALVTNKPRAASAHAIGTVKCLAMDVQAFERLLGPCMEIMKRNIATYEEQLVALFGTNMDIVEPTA
Arrestin-AP2 inh – inhibitors of beta-arrestin/AP2 binding, primary screen, biochemical, GPCR trafficking, flow cytometry. beta-arrestin 1 C-terminal peptide binding to AP2 beta2-adaptin appendage (human). FITC-arrestin peptide / GST-AP2 beads; AP2 beta2 appendage carries R879A mutation. inhibition, % at 10 µM. 0.31% of 340,000 active. AID 504490, 2011;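 active means inhibition above a set limit, near 3 SD of compounds lacking own fluorescence, cut at about 54% in these data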;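 further: plate controls were DMSO wells for no effect and 5 µM unlabelled arrestin peptide for full effect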
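system = GST-tagged AP2 beta2-adaptin appendage (R879A) on 4 µm glutathione beads | reagent = FITC-labelled arrestin peptide probe, 50 nM final | schedule = compound with beads 12 min RT, then probe 1 h RT | signal = HyperCyt-sampled flow cytometry, FL1 channel, ex 488/em 535 nm | read-out = percent response from loss of bead-bound FITC fluorescence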
MOR-DOR ag – agonists of OPRM1-OPRD1 heterodimerization, primary screen, cell-based, luminescence; Mu-type opioid receptor (Homo sapiens) + Delta-type opioid receptor (Homo sapiens), …; cells; activation, % at 9.3 µM; 0.3% of 340,000 active; AID 504326, 2011; in the data active means activation above about 18%;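 further: 0% = vehicle-treated cells and 100% = reference agonist; values of inactives mirror those of a sister screen read the other way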
An asterisk follows results filed as active; x = no result given.

Structure	DSG3 Ab inh	OPRM1-OPRD1 inv	DAGLB inh	V-ATPase pHluor	HTR5A ag	HTR5A inv ctr	PKA-R1A activ	PKA-R2B act	Arrestin-AP2 inh	MOR-DOR ag
CCNS(=O)(=O)c1cc(Br)ccc1OC	99	13	0	2	-1	-23	-11	7	-6	-2.7
C=C(C)CSc1ncc(-c2cccc(C(F)(F)F)c2)cn1	98	-39	-10	0	-1	4	6	0	-1	7.4
COc1ccc(CCN2C(=O)CS/C2=N/NC(=O)c2ccccc2F)cc1OC	93	2	-3	2	3	-8	-7	-8	22	-0.2
CCOC(=O)c1ccc(NS(=O)(=O)c2cc3c4c(c2)CCN4C(=O)CC3)cc1	100	3	5	-2	-3	4	-3	0	10	-0.5
CC(=O)N1CCN(C(=O)c2ccc(C(=O)c3ccccc3)cc2)CC1	105	6	-3	-5	-2	6	-3	-9	27	-1.3
CC(=O)Nc1cccc2cc(O)ccc12	105	9	3	-1	-2	8	-6	-1	6	-1.8
COc1ccc(-c2ccc3c(c2)C2CC3CCN2)cc1 (configuration not stated)	102	6	-1	2	2	-8	0	1	-9	-1.2
COc1cccc(N(C(=O)c2snc(C(N)=O)c2N)C(C(=O)NCC2CCCO2)c2cccs2)c1 (configuration not stated)	x	-3	1	3	-3	8	-5	6	15	0.4
O=C(c1cccc2c1C(=O)N(Cc1cccnc1)C2)N1CCN(c2ccccc2)CC1	101	10	0	-2	0	-40	-5	-11	6	-1.9
Cc1ccc(C(=O)Nc2ccc(N3CCOCC3)nc2N2CCOCC2)cc1	98	18	2	-1	-2	7	-14	4	1	-3.5
CCOc1ccc(CNc2cccc(SC)c2)cc1	112	3	-5	-1	-2	5	-6	-8	-4	-0.5
CCN(C(=O)c1cc2cc(OC)ccc2oc1=O)c1cccc(C)c1	107	15	1	-1	-3	11	-9	-2	-3	-2.8
O=C(Nc1ccc(Cl)cn1)c1cc(S(=O)(=O)N2CCCCC2)ccc1Cl	108	7	-2	1	-3	-15	-5	5	-2	-1.2
CCOC(=O)c1c(O)c2cccc3c2n(c1=O)CC3	105	7	1	-3	0	-8	-1	-1	18	-1.3
CCOc1ccccc1C(=O)OCC(=O)Nc1cc(Cl)ccc1Oc1ccccc1	83	-13	-10	3	3	-7	0	3	8	2.0
Cc1ccc(N=Nc2c(N)[nH]n3c(=O)cc(C)nc23)cc1	101	24	5	5	-2	6	-2	-2	11	-4.8
Cc1c(Br)c([N+](=O)[O-])nn1CC(=O)NCc1ccco1	96	2	-2	2	-1	0	-11	10	-1	-0.4
CC(=O)Nc1ccc(-c2nnc(SCC(=O)n3c4c(c5ccccc53)CCCC4)n2C)cc1	103	0	-1	1	-6	18	8	-7	-9	0.0
COc1ccc(OCC(=O)NNC(=O)Nc2cccc(Cl)c2)cc1	112	9	-3	-1	0	-6	-3	-12	-3	-1.7
CC(C)(C)c1cc(C(=O)N2CCc3ccccc32)ccn1	96	-22	-7	17*	3	-13	1	-3	-4	3.9
Nc1cnc(-c2ccccc2)nc1Cl	100	-3	-3	1	-3	8	-5	-6	-6	0.6
CC(C)CN(C(=O)c1ccc(F)cc1F)c1c(N)n(CC(C)C)c(=O)[nH]c1=O	109	11	1	-5	1	-2	-3	2	5	-2.1
C=CCn1c(C(C)C)nc2ccccc21	103	7	1	-3	-3	-23	-11	-3	4	-1.3
CSc1ccc(NC(=O)N2CCN(c3nc4ccccc4s3)CC2)cc1	105	7	-1	-1	0	0	-6	1	-1	-1.4
CC(C)OC(=O)c1cccc2c1C(=O)c1ccccc1-2	113	-9	-5	-1	-4	0	12	15	31	1.7

Structure	DSG3 Ab inh	OPRM1-OPRD1 inv	DAGLB inh	V-ATPase pHluor	HTR5A ag	HTR5A inv ctr	PKA-R1A activ	PKA-R2B act	Arrestin-AP2 inh	MOR-DOR ag
Cc1cc(=O)n(CC(=O)O)c2ccccc12	94	6	-4	-1	-1	1	4	5	0	-1.2
COCCn1cnc2c1c(=O)[nH]c(=O)n2Cc1ccccc1	96	8	4	0	5	-18	0	1	19	-1.6
O=C1N/C(=N/S(=O)(=O)Cc2ccccc2)S/C1=C/c1ccc2c(c1)OCO2	91	9	20	0	9	-19	9	6	7	-1.8
O=S1(=O)CCO[C@H]2Cc3ccccc3[C@H]2N1Cc1ccc(Cl)cc1	108	-16	-2	2	-3	7	-2	-2	-7	2.9
COc1ccccc1C(=O)NCC(=O)OCc1ccc(Br)cc1	104	-4	-2	-2	-1	3	-4	-10	-4	0.8
O=C(Cc1csc(N2CCOCC2)n1)N/N=C/c1ccccc1C(=O)O	97	-1	1	4	-4	11	5	7	-5	0.2
CCc1nc2c(c(=O)c3ccccc3n2C)c(=O)n1-c1ccc(F)cc1	103	10	1	6	-1	7	-1	-10	-1	-1.9
Cc1cc(=O)[nH]c(N/N=C/c2c[nH]c3ccccc23)n1	100	0	2	1	24*	17	-9	6	12	0.0
COc1ccc(NC(=O)Cn2nc(C)c3ccccc3c2=O)cc1	108	11	1	0	6	-8	-6	2	-11	-2.0
Cc1cc(C)c2nc(NNC(=O)c3ccc(S(=O)(=O)N4CC(C)CC(C)C4)cc3)sc2c1 (configuration not stated)	100	-22	-13	6	1	-39	1	-1	23	3.8
COc1ccccc1N1CCN(CC(=O)NC(=O)NCc2ccco2)CC1	98	18	0	1	-1	5	3	-9	29	-3.5
COc1ccc(NC(=O)CCNS(=O)(=O)c2ccc(Br)s2)cc1	99	-1	-2	-3	3	27	9	1	0	0.1
Fc1ccc(-c2cnn3c(-c4ccncc4)ccnc23)cc1	86	-8	4	-1	-2	6	-9	-1	-4	1.1
COc1cccc(CNC(=O)CCc2nnc3ccc(NCCCN4CCCC4=O)nn23)c1	x	-8	2	7	17*	-16	4	8	6	1.5
COc1ccc(CNC(=O)C2CCN(S(=O)(=O)N3CCCCC3)CC2)c(OC)c1	99	16	1	0	-3	-1	6	-1	8	-3.1
O=C1N(Cc2cccnc2)C[C@@H]2C[C@@H](c3cccc(Oc4ccccc4)c3)N3CCC[C@@]123	123	8	-1	-2	-1	-28	-4	-10	-1	-1.5
CCOC(=O)c1c(C)[nH]c(C(=O)OCC(=O)N2c3ccccc3CC2C)c1C (configuration not stated)	103	-12	-10	0	0	-21	7	-14	3	2.2
CCC(C)N=C1CC(C)(C)CC(=O)/C1=C(/O)Cc1ccccc1 (configuration not stated)	105	-23	0	3	2	-6	-5	-9	-9	3.1
CN(C)c1cccc(C(=O)n2cc(C(=O)c3cc(F)ccc3O)cn2)c1	97	12	2	2	0	20	-2	-8	2	-2.5
COc1ccc(OCc2cc(C(=O)NC3CCOCC3)no2)c2ccccc12	107	-31	-2	-3	1	-15	-11	-14	3	6.2
C[C@H](CO)N1C[C@H](C)[C@@H](CN(C)Cc2ccc(-c3ccccc3)cc2)Oc2ccc(NC(=O)Cn3cnnn3)cc2C1=O	119	7	-1	3	4	-14	-8	-10	17	-1.6
CCN(CC(=O)NC(=O)NCc1ccco1)Cc1nc2ccccc2c(=O)[nH]1	103	10	4	-3	0	16	-2	-9	8	-2.0
CCN1CCN(C(=O)c2ccc(Cl)c(S(=O)(=O)N(C)c3ccccc3)c2)CC1	109	9	-2	-1	-5	12	5	5	4	-2.3
O=c1ccc2cc(S(=O)(=O)N3CCN(c4ccccc4)CC3)ccc2[nH]1	101	-20	4	9	6	11	0	3	18	3.7
O=C(CN(Cc1ccccc1)S(=O)(=O)c1ccc2c(c1)OCCO2)N/N=C/c1ccc(F)cc1	97	-52	0	2	2	-6	-10	2	4	8.7

Structure	DSG3 Ab inh	OPRM1-OPRD1 inv	DAGLB inh	V-ATPase pHluor	HTR5A ag	HTR5A inv ctr	PKA-R1A activ	PKA-R2B act	Arrestin-AP2 inh	MOR-DOR ag
O=C(O)C(c1ccccc1)C1(O)CCCCC1 (configuration not stated)	65	3	-1	-4	1	-4	8	-4	10	-0.6
CCc1ccc(NC(=O)NCCCN2CCCC2=O)cc1	115	13	1	-1	-2	6	-2	2	-6	-3.1
CCOC(=O)c1[nH]cnc1C(=O)Nc1cccc(OC)c1	103	20	-1	-2	0	-1	-6	13	42	-3.8
CCC1(CC)Cc2ccccc2C(=C(C#N)C#N)N1	x	10	-1	4	4	2	-3	6	-5	-1.6
Cc1[nH]n(-c2ccccc2)c(=O)c1N=Nc1ccccc1	85	18	1	1	-1	9	-5	7	-10	-3.7
Cc1ccc(C(=O)OCCn2cc(C#N)c(=O)[nH]c2=O)cc1	101	8	-1	2	6	-15	1	9	13	-1.6
CCNC(=S)NNC(=O)Cc1ccccc1	109	3	4	2	5	-12	9	8	-1	-0.5
COc1ccccc1NS(=O)(=O)c1cccc(NC(=O)c2nn(C)c(=O)c3ccccc23)c1	99	-1	3	0	0	1	0	5	1	0.2
O=C(CN1CCCCC1)NC(=O)NC1CCCC1	96	12	0	0	6	-15	-9	-8	-8	-2.1
CCN(CC)S(=O)(=O)c1cccc(NC(=O)C2CC(=O)N(c3ccc4c(c3)OCCO4)C2)c1 (configuration not stated)	92	5	5	-1	2	-10	-2	-7	-13	-0.7
COCCn1c(C)cc(C(=O)COC(=O)CCc2ccc(S(=O)(=O)N3CCOCC3)cc2)c1C	99	4	-1	6	2	-4	-3	3	5	-0.8
OC1(c2cccs2)CN(c2ccc(Cl)cc2)C2=[N+]1CCCS2 (configuration not stated)	114	3	-1	6	1	-2	-4	3	16	-0.7
CC1CCCC(C)N1CC(O)COCc1ccccc1 (configuration not stated)	94	13	1	0	3	-12	-5	-2	15	-2.3
CCc1cc(OCCCCNCc2ccccc2)ccc1Cl	107	-23	-2	-1	6	-21	4	11	-7	4.3
O=c1/c(=C\c2cc([N+](=O)[O-])cc([N+](=O)[O-])c2O)sc2nc3ccccc3n12	109	-22	15	0	1	-4	-6	-4	1	4.3
CC(NC(=O)CN(C)CC(=O)Nc1ccc(Cl)c(C(F)(F)F)c1)c1ccccc1 (configuration not stated)	98	-14	-1	-1	-1	2	2	3	5	2.2
